Vif-A3F inh: blocks the Vif interaction with APOBEC3F | AID 602313 | Potency, µM (top dose mostly 46.1 µM), without a hit: top-dose activity, negative = active | actives 0.2% (n = 390,000) | HeLa A3F-eYFP + Vif (tagged APOBEC3F with the HIV-1 protein that degrades it), YFP fluorescence increase; further: % of control where 0% means no effect; nearly all actives have a fitted effect of over 65% in size
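Fluorescence increase (Ex 488/Em 500-530) after overnight compound treatment at 37 deg C flags inhibition of Vif-driven A3F-eYFP loss in stable HeLa A3F-eYFP/Vif cells seeded overnight beforehand.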
mIDH1 inhibitor: inhibitors of human mutant IDH1 R132H | actives 0.093% (n = 390,000) | AID 602179 | O75874 | Potency, µM (doses to about 76.6 µM), for the others: top-dose activity change, negative = inhibition, hits mostly inhibitors | IDH1-R132H enzyme, NADPH consumption, diaphorase/resazurin fluorescence; further: on the % scale 0 is the no-effect control and ±100 the full control effect; nearly all actives have a fitted effect of over 65% in size
Target sequence (O75874 whole entry R132H, stated change not applied): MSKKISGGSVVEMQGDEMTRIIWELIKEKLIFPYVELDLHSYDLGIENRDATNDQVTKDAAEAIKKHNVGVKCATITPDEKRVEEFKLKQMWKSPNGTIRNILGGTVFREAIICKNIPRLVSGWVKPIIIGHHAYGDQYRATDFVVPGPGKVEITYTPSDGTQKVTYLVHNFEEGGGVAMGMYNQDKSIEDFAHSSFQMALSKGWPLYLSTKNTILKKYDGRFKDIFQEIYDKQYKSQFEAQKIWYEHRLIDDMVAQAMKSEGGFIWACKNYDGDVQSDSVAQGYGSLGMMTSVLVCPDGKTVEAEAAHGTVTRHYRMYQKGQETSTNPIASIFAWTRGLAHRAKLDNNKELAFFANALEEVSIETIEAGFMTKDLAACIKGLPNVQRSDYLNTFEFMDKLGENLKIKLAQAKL
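IDH1-R132H (0.5 ug/mL dispensed) in pH 7.5 Tris buffer was preincubated 30 min with compound, then given a substrate mix of 0.016 mM NADPH and 2 mM alpha-KG for 80 min at room temperature; remaining NADPH was read by diaphorase/resazurin fluorescence.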
TrxR1 substrate: substrates of rat thioredoxin reductase 1; actives 0.01% (n = 390,000); purified TrxR1 substrate turnover, NADPH consumption readout; Potency, µM (titrated, usually from 114 µM), for inactives: top-dose activity change, negative = substrate turnover; further: on the % scale 0 is the no-effect control and ±100 the full control effect; nearly all actives have a fitted effect of over 50% in size
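Rat TrxR1, dispensed at 90 nM, was prereduced with 400 uM NADPH (final) for 5 min at ~22 deg C, then incubated with compound 15 min before 400 uM selenite. A first-read NADPH fluorescence drop versus no-compound background flagged substrates.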
TrxR1 inh: blocks rat thioredoxin reductase 1; O89049; recombinant rTrxR1, NADPH fluorescence consumption, selenite substrate; Potency, µM (doses to about 114 µM), for the others: at the top dose activity change, negative = inhibition, hits mostly inhibitors; actives 1% (n = 390,000); AID 588453; further: on the % scale 0 is the no-effect control and ±100 the full control effect; nearly all actives have a fitted effect of over 65% in size
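Rat TrxR1 (90 nM in the dispensed reagent) was pre-reduced with 400 uM NADPH for 5 min at room temperature, then incubated with compound for 15 min. After 400 uM selenite was added, NADPH fluorescence (Ex 340/Em 450 nm) was followed for 8 min.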
12-LOX inh: ALOX12 (human) lipoxygenase inhibition; actives 1.1% (n = 580,000); AID 1671190; purified 12hLO, xylenol orange hydroperoxide absorbance; Potency, µM (doses to about 108 µM), without a hit: top-dose activity change, negative = inhibition, actives largely listed as inhibitors; P18054; further: on the % scale 0 is the no-effect control and ±100 the full control effect
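Hydroperoxide product was detected by ferrous iron/xylenol orange as the 573 to 405 nm absorbance ratio. Arachidonic acid at 40 uM (final) was turned over for 30 min at room temperature by 150 nM human 12hLO, pH 7.0 Hepes buffer, after 15 min compound preincubation.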
USP1 inh: inhibitors of human USP1/UAF1 deubiquitinase. O94782. recombinant USP1/UAF1, Ub-Rhodamine cleavage fluorescence. Potency, µM (doses to about 57.1 µM), without a hit: top-dose activity change, negative = inhibition, hits mostly inhibitors. actives 0.23% (n = 390,000); further: on the % scale 0 is the no-effect control and ±100 the full control effect; nearly all actives have a fitted effect of over 60% in size; inactives centre near -12
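In this screen, compounds sit with the deubiquitinase complex (1nM) for 15 min at room temperature before Ub-Rho is added at 150nM final. Fluorescence rise is then followed for 6 reads every 60 seconds.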
RGS4 inhibitor: human RGS4 inhibition | P49798 | Transcreener GDP fluorescence polarization, RGS4-accelerated GTP hydrolysis | Potency, µM (top dose mostly 114 µM), for the others: top-dose activity change, negative = inhibition, actives largely listed as inhibitors | actives 0.039% (n = 390,000) | AID 504845; further: on the % scale 0 is the no-effect control and ±100 the full control effect; nearly all actives have a fitted effect of over 75% in size; some results filed as inactive show a strong effect at the top dose
Target sequence (P49798 whole entry, looked up): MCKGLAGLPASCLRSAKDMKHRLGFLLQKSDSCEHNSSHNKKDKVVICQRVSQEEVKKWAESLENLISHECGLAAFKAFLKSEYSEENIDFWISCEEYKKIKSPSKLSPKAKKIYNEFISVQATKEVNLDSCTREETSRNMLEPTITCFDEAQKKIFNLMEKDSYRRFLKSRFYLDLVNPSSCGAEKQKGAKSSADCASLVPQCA
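MLSMR compounds (23 nl, pin-transferred) preincubated 10 min at room temperature with a 500nM (2x) first reagent, then RGS4 at 900nM (2x) plus Transcreener GDP mix added; fluorescence polarization (620/688 nm) read before and after 90 min at 30 °C.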
RXFP1 agonist: agonists of human relaxin receptor RXFP1. HEK293T-RXFP1 cAMP TR-FRET, 30 min; response scale: percent of porcine relaxin response, buffer zero. Potency, µM (titrated, usually from 57.5 µM), for inactives: top-dose activation, actives largely listed as activators. Q9HBX9. actives 0.3% (n = 370,000); further: on the % scale 0 is the no-effect control and ±100 the full control effect; nearly all actives have a fitted effect of over 60% in size; many of its hits are not listed in these tables
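Agonist response is measured as cAMP accumulation in an RXFP1-transfected HEK293T line under PDE4 inhibition. Values are scaled between buffer-only and 29 nM porcine relaxin, and EC50s come from standard Hill equation fits.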
Vif-APOBEC3G blk: Vif-A3G binding inhibition. HeLa A3G-eYFP + Vif (tagged APOBEC3G with the HIV-1 protein that degrades it), YFP fluorescence, overnight. Q9HC16. AID 602310. Potency, µM (highest dose often 46.1 µM), inactives show at the highest dose activity, negative = active, actives largely listed as inhibitors. actives 0.076% (n = 410,000);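 further: on the % scale 0 is the no-effect control and ±100 the full control effect; nearly all actives have a fitted effect of over 60% in size; hits raise eYFP signal because A3G escapes Vif-driven loss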
Target sequence (Q9HC16 whole entry, looked up): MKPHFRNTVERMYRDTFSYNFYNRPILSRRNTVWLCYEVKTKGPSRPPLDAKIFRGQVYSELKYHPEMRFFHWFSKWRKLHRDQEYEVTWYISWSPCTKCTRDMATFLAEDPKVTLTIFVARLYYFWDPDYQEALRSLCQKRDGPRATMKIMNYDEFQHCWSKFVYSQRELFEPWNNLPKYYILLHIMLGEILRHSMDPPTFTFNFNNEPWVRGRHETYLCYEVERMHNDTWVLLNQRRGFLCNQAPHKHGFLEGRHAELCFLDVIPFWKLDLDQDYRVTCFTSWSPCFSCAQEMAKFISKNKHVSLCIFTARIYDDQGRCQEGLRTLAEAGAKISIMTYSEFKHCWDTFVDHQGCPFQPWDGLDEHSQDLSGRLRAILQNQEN
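HeLa cells stably expressing Vif and C-terminally eYFP-tagged A3G, seeded overnight at 37 deg C, then exposed to compound by pintool overnight at 37 deg C. Rise in yellow fluorescence (Ex 488/Em 500-530, Acumen) marks blocked Vif-driven A3G degradation.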
An asterisk follows results filed as active; ? = inconclusive; / = no result given; & = joins results of further samples; [ ] = dose if it differs, or a comment. The call rests on the fitted dose curve; in most records, active means well fitted curve in the direction sought with a large enough effect; inconclusive means small, poorly fitted or top-dose-only effect, or another doubt; inactive means no such curve, though single readings can be large; an effect the other way counts as inactive or inconclusive. Potency means the concentration at half of the fitted maximal effect. A portion of the library, so the mix of outcomes need not match the whole.

SMILES	Vif-A3F inh	mIDH1 inhibitor	TrxR1 substrate	TrxR1 inh	12-LOX inh	USP1 inh	RGS4 inhibitor	RXFP1 agonist	Vif-APOBEC3G blk
Cn1c(=O)cc(OCC(=O)NCCCN2CCN(c3cccc(Cl)c3)CC2)c2ccccc21	0%	3%	9%[57.1 µM]	12%[57.1 µM]	361%[activator]	-7%	-15%	0.8%	-2%
Cc1cc(C)cc(NS(=O)(=O)c2ccc3[nH]cc(C(=O)N4CCCC4)c(=O)c3c2)c1	-2%	31%[activator]	1%	14%	?	-14%	-32%	1.4%	-3%
COc1ccccc1N(C)S(=O)(=O)c1ccc(C(=O)NC(C)c2ccccc2)cc1 (stereo not given)	5%	9%	-8%[57.1 µM]	28%[57.1 µM]	8%	-9%	-31%[56.9 µM]	5.2%	9%
CSc1ccccc1NC(=O)CN(c1cccc(C)c1)S(C)(=O)=O	-3%	5%	8%[57.1 µM]	18%[57.1 µM]	-9%	-10%	0%	0.1%	0%
Cc1ccccc1NC(=O)c1ccco1	-2%	1%	-1%	11%	0%	-11%	28%	-0.5%	8%
O=C1c2cccc(NCCNCCO)c2C(=O)c2cccc(NCCNCCO)c21	8%	6%	-14%	-24%	1%	-8%	-37%	/	3%
CC(Oc1ccc(C(=O)NC2CCCCC2)cc1)C(=O)O (stereo not given)	-10%	4%	-12%	8%[57.1 µM]	6%	-9%	18%	0.4%	2%
Cn1nnnc1SCCCNCc1cc(Br)ccc1OCc1ccccc1F	-20%	-28%	3%	32%	-24%	-11%	9%	5.4%	4%
O=C(N/N=C/c1cc(Br)c(O)c(Br)c1O)c1ccc2c(c1)OCCO2	8%	7%	-10%	12%	?	-21%	-45%	-0.4%	-9%
Cc1ccc2c(c1)C(=O)CC(c1ccccc1)S2 (stereo not given)	0%	-2%	8%[57.1 µM]	-18%[57.1 µM]	10%	?	10%	/	-12%
COc1ccc(C(=O)OCC(=O)c2c(N)n(C)c(=O)n(C)c2=O)c(OC)c1OC	-2%	3%	0%	1%	3%	-7%	-1%	/	-1%
C=CCN1C(=O)C2(OCCCO2)c2cccc(C)c21	3%	3%	0%	4%	-16%	-9%	24%	3.2%	1%
COc1c(O)ccc2cnn(-c3ccccc3C)c(=O)c12	10%	5%	-4%	8%	-12%	-12%	-39%	2.8%	1%
COc1ccc(NC(=O)C2CCN(c3ccc(Sc4ccc(C)cc4)nn3)CC2)c(OC)c1	-1%	-9%	3%	17%	-5%	-27%	-8%	5.1%	2%
O=C(CCc1cn(Cc2ccccc2F)c2ccccc12)NCc1ccc(Cl)cc1	-3%	-9%	-7%	8%	-5%	-17%	5%	0.1%	-3%
O=S(=O)(c1cccnc1)N1CCN(c2nc(-c3cccs3)nc3ccccc23)CC1	/	/	18%	46%[activator]	/	/	28%	/	2%
O=C(CSc1ncn[nH]1)NCCC(c1ccccc1)c1ccccc1	-10%	-1%	9%[57.1 µM]	18%[57.1 µM]	16%	-21%	3%	-3.3%	-3%
O=C(CCl)NCCN1C(=O)S/C(=C\c2cccnc2)C1=O	9%	0%	-8%	?	?	-5%	-22%	0.5%	?
Cc1cc2n(c(=O)c1C#N)CCCN2c1cccc(Cl)c1	-13%	2%	20%	2%	-1%	-9%	12%	5.3%	-6%
CCc1ccc(CN(C)C(=O)CCc2nnc(COc3ccccc3)o2)cc1	2%	0%	10%	24%	-4%	-24%	2%	2.1%	4%
O=C(NC1CCCC1)C(c1cccnc1)N(C(=O)c1csnn1)C1CC1 (stereo not given)	?	6%	7%	19%	0%	-9%	6%	0.2%	-1%
CN(CC(=O)Nc1ccc2c(c1)OCCO2)S(=O)(=O)c1ccc(F)cc1	-1%	13%	-2%	27%[0.457 µM]	-18%	1%	-15%	0.9%	2%
CC(=O)Nc1nc2cc(N)ccc2s1	4%	-8%	3%[57.1 µM]	1%[57.1 µM]	-2%	?	-29%	1.2%	1%
CN(C)CCn1c2c(c(SCC(=O)Nc3ccccc3)nc1=O)CCCC2	-9%	3%	0%	-1%	?	-19%	8%	2.3%	4%

Quoted from the listing, 4 compounds:
SMILES	Vif-A3F inh	mIDH1 inhibitor	TrxR1 substrate	TrxR1 inh	12-LOX inh	USP1 inh	RGS4 inhibitor	RXFP1 agonist	Vif-APOBEC3G blk
O=C(NC1CCCC1)C(c1cccnc1)N(C(=O)c1csnn1)C1CC1 (stereo not given)	?	6%	7%	19%	0%	-9%	6%	0.2%	-1%
CN(CC(=O)Nc1ccc2c(c1)OCCO2)S(=O)(=O)c1ccc(F)cc1	-1%	13%	-2%	27%[0.457 µM]	-18%	1%	-15%	0.9%	2%
CC(=O)Nc1nc2cc(N)ccc2s1	4%	-8%	3%[57.1 µM]	1%[57.1 µM]	-2%	?	-29%	1.2%	1%
CN(C)CCn1c2c(c(SCC(=O)Nc3ccccc3)nc1=O)CCCC2	-9%	3%	0%	-1%	?	-19%	8%	2.3%	4%

Next structures follow:
SMILES	Vif-A3F inh	mIDH1 inhibitor	TrxR1 substrate	TrxR1 inh	12-LOX inh	USP1 inh	RGS4 inhibitor	RXFP1 agonist	Vif-APOBEC3G blk
CCCC[C@@H]1C[C@H]1[C@@H](NC(=O)c1cccs1)c1ccc(C(F)(F)F)cc1	-3%	-5%	5%[57.1 µM]	34%[57.1 µM]	/	-23%	-11%	/	1%
COC(=O)C1=C(C)NC(C)=C(C(=O)OC)C1c1ccc(C)o1	-1%	-1%	0%	14%	25%	-21%	20%	1.4%	-1%
Cc1nnc(SCC(=O)N(C)CC(=O)Nc2ccccc2Cl)s1	5%	-5%	5%[57.1 µM]	6%[57.1 µM]	-13%	-18%	1%	2.6%	-3%
O=C(Nc1ccc2ccccc2n1)Nc1ccccc1F	8%	-11%	5%	17%	13%	-5%	0%	-1.2%	-1%
CCCc1cc(=O)[nH]c(SCc2ccccc2Cl)n1	-6%	-4%	-7%	-15%	-2%	-3%	24%	0.4%	-1%
CCC(C)Sc1nnc(NS(=O)(=O)Cc2ccccc2)s1 (stereo not given)	1%	5%	-7%	-4%	1%	-4%	12%	5.9%	2%
O=C(COC(=O)Cc1cccs1)Nc1cc(S(=O)(=O)N2CCOCC2)ccc1Cl	3%	-3%	-3%[2.29 µM]	1%[2.29 µM]	-9%	11%	-6%	/	2%
O=C(NNC(=O)c1ccc(F)cc1)c1ccncc1	7%	3%	4%	16%	?	-22%	-3%	-0.4%	-4%
COc1ccc(N2CC(NC(=O)CCCc3ccccc3)CC2=O)cc1 (stereo not given)	0%	-10%	3%[57.1 µM]	8%[57.1 µM]	6%	8%	-49%	1.0%	-1%
CN1c2ccccc2C(O)=C(C(=O)Nc2ccccc2)S1(=O)=O	-3%	5%	-15%	-38%	1%	2%	9%[11.4 µM]	-1.9%	1%
COc1ccc(OC)c(NS(=O)(=O)c2ccc(Br)s2)c1	1%	17%	3%	12%	0%	-20%	-11%	1.7%&4.2%	?
Cc1ccc(S(=O)(=O)N(C)c2ccc(C(=O)NCCc3ccccc3)cc2)cc1	-9%	7%	-15%	-8%	?	-9%	6%	0.1%	3%
C=CCn1c(SCC(=O)NCC(=O)OCC)nnc1-c1ccccn1	-2%	4%	9%	20%	?	-8%	5%	2.1%	2%
CCOC(=O)C1C(c2ccc([N+](=O)[O-])cc2)C2C(=O)NN=C2CC1(C)O (stereo not given)	-13%	2%	4%	5%	?	-6%	-8%	0.0%	-7%
Cc1ccc(NC(=O)COc2ccc3oc4c(c3c2)CCCC4)nc1	3%	0%	5%[57.1 µM]	8%[57.1 µM]	0%	-11%	7%	0.3%	-2%
CCCN(C(=O)c1cc2c(s1)-c1c(C)cccc1OC2)c1ccc(OCC)cc1	4%	-1%	-11%	-20%	-29%	?	-7%	0.1%	3%
O=C(COC(=O)Cc1c(Cl)cccc1Cl)NCc1ccco1	-3%	2%	4%	3%	?	-14%	-1%	/	0%
C=Cc1ccc(C(=O)N2CCCC(CCC(=O)N3CCN(c4ccccn4)CC3)C2)cc1 (stereo not given)	0%	0%	9%	20%	17%	-13%	18%	-0.9%	0%
Cn1cnc([N+](=O)[O-])c1Sc1ccc(Br)cc1	-1%	6%	1%	?	-6%	-6%	4%	0.4%	-14%
O=C(/C=C/c1cccs1)N1CCN(c2ccc(F)cc2)CC1	-24%	4%	-17%[57.1 µM]	-15%	?	3%	-21%	-0.2%	-5%
O=C1Nc2ccccc2C(=O)N2CCCCC12 (stereo not given)	1%	15%	1%	21%	0%	-12%	10%	0.1%	1%
O=S(=O)(/N=C(/c1ccccc1)N1CCOCC1)c1ccc(F)cc1	5%	-4%	-3%	10%	-22%	-10%	19%	-1.0%	-5%
CCOC(=O)c1ccc(N=c2sc(C(=O)OC)cc(=O)n2CCCN2CCOCC2)cc1	-10%&-30%	-8%&0%	1%[57.1 µM]	-6%[57.1 µM]	-19%&14%	-15%&-14%	-26%&-35%	0.3%&0.0%	0%&-2%
COc1ccccc1NC(=O)c1c(NC(=O)Cc2ccccc2)sc2c1CCC(C(C)(C)C)C2 (stereo not given)	-4%	-17%	29%	16%	-4%	2%	-22%	4.9%	4%
COc1ccc(CNC(=O)/C(C)=C\C(=O)O)cc1	2%	6%	12%	8%[57.1 µM]	-4%	-14%	1%	-1.3%	-1%
Cn1c(=O)c2c(ncn2CC(COCc2ccccc2)OCc2ccccc2)n(C)c1=O (stereo not given)	2%	4%	-8%	-15%	?	-10%	-1%	4.3%	-2%

Assay outcomes (PubChem BioAssay)
